DUSP3 inh: DUSP3 (human) phosphatase inhibition. 290,000 compounds, 0.52% hits. inhibition, % at 13.3 µM. recombinant VHR phosphatase, pNPP absorbance; in the data active = inhibition above about 50%; also: some compounds called inactive have numbers as strong as hits
Target sequence (P51452 whole entry, looked up): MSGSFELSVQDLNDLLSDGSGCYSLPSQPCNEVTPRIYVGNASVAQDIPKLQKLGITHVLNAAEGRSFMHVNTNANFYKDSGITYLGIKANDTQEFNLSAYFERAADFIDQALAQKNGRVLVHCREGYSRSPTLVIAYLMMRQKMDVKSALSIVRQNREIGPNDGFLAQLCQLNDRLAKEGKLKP
SSB-PriA inh: blocks PriA binding to SSB C-terminal tail | AlphaScreen SSBct-PriA binding, biotinylated peptide | inhibition, % at 33 µM | 430,000 compounds, 0.6% hits; in the data active = inhibition mostly above about 37%, no sharp cut-off; inactive = mostly below about 20%;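 also: plate controls were negative control peptide for no effect and reference peptide for full effect; strong numbers were not always called active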
SARS 3CLpro inh: SARS-CoV 3CLpro protease inhibition. recombinant SARS-CoV 3CLpro, quenched FRET peptide cleavage. inhibition, % at 6 µM. 290,000 compounds, 0.14% hits. AID 1706; in the data active = inhibition above about 12%
CCHFV vOTU inh: blocks the CCHF virus ovarian tumor domain protease; inhibition, % at 11.5 µM; 370,000 compounds, 0.55% hits; CCHFV vOTU protease, Pep-AMC fluorescence; in the data active = inhibition above about 30%; also: 0% = vehicle wells with enzyme and 100% = no enzyme wells
PrPC surface inh: reduces human prion protein on the cell surface; P04156; cell surface PrPC, TR-FRET read-out; inhibition, % at 13.8 µM; 370,000 compounds, 0.43% hits; AID 720596; in the data active = inhibition above about 24%; also: 0% = median of the test wells and 100% = reference compound wells
BoNT-F LC inh: blocks Botulinum neurotoxin F light chain protease; Multiplex microsphere protease cleavage assay, flow cytometry; inhibition, % at 10 µM; 360,000 compounds, 0.22% hits; AID 588497; in the data active = inhibition above about 35%, passing the limit was not always enough; inconclusive = no clear call, values can overlap the other calls; also: plate controls were buffer without enzyme for full effect and enzyme alone for no effect
BoNT-A LC inh2: blocks Botulinum neurotoxin A light chain protease. AID 588499. inhibition, % at 10 µM. multiplex microsphere protease substrate cleavage, flow cytometry. 360,000 compounds, 0.17% hits; also: plate controls were buffer without enzyme for full effect and enzyme alone for no effect
Rv3671c protease: inhibits the M. tuberculosis serine protease Rv3671c. P9WHR9. inhibition, % at 5.96 µM. 320,000 compounds, 0.048% hits; in the data active = inhibition above about 38%;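 also: extracellular domain of Rv3671c used as enzyme; 0% = enzyme with DMSO and 100% = no enzyme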
Anthrax LF prot: anthrax lethal factor protease inhibition; multiplex microsphere protease cleavage assay, LF; AID 588501; 360,000 compounds, 0.12% hits; inhibition, % at 10 µM; P15917; also: plate controls were buffer without enzyme for full effect and enzyme alone for no effect
Target sequence (P15917 whole entry, looked up): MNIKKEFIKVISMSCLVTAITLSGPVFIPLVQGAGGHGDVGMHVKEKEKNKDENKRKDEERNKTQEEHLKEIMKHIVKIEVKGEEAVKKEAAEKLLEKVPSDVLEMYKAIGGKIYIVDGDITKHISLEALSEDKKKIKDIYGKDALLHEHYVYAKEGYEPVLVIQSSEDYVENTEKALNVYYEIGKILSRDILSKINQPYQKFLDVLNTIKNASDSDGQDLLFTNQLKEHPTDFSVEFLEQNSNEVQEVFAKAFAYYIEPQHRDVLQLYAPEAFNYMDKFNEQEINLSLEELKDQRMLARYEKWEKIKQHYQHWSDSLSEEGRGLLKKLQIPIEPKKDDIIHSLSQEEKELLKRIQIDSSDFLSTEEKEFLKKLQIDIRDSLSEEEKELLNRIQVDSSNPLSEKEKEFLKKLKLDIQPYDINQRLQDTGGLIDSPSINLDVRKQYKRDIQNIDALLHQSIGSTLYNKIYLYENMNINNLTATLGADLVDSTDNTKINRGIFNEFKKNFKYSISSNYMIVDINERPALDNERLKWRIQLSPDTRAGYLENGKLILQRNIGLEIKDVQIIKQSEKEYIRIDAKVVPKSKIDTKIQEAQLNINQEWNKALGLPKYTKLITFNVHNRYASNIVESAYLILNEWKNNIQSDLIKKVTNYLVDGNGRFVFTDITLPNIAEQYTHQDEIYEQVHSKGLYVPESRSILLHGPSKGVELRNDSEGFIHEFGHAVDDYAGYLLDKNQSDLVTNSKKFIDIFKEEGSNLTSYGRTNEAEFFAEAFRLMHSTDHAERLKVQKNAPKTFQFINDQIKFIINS
MazEF act: increases E. coli MazEF RNase cleavage of RNA; FAM/BHQ RNA-DNA oligo cleavage fluorescence, 5 h; activation, % at 20 µM; 350,000 compounds, 0.32% hits; AID 504720; in the data active = activation above about 50%
* = called active by the depositor; ? = inconclusive; . = no result given. Rule as the data show it, unless noted: active = inhibition above about 30%; inconclusive = no clear call, values can overlap the other calls; inactive = below that. These rows are one share of the data; the hit share may differ from the screen's.

molecule,DUSP3 inh,SSB-PriA inh,SARS 3CLpro inh,CCHFV vOTU inh,PrPC surface inh,BoNT-F LC inh,BoNT-A LC inh2,Rv3671c protease,Anthrax LF prot,MazEF act
C[C@@H]1COC(=O)[C@H](Cc2ccc(F)cc2)CC/C=C/C[C@@H](CC(=O)N[C@H](CO)Cc2ccccc2)C(=O)N1,.,-14,.,-2,2,-5,0.5,-4,5,1
Clc1ccc(-n2ncc3c(NCc4ccccn4)ncnc32)cc1,16,-2,-2,12,4,10,6.7,-5,-21,-6
COc1cc(/C=C(\C#N)C(=O)c2ccc(O)c(O)c2)cc(I)c1O,.,-2,.,17,-2,-22,-1.4,-47,-15,-154
Cc1ccc(-c2cc(C(=O)NCc3ccccn3)no2)cc1,32,2,1,-5,3,-3,0.0,-4,-2,9
COc1ccc(C2CC(=O)C=C(NCc3ccccc3)C2)cc1 (centres undefined),8,5,2,3,10,-1,0.1,4,-1,7
COc1cc(NC(=S)N2CCCCC2C)cc(OC)c1OC (centres undefined),12,-8,0,2,-1,0,1.0,-6,0,5
CN(C)c1ccc(/C=N/n2cnn(Cc3ccccc3Cl)c2=S)cc1,28,.,-2,17,-2,3,-0.4,-6,-8,-13
O=C(CCN1N=C(c2ccccc2)CCC1=O)NCC1COc2ccccc2O1 (centres undefined),-5,-3,1,-15,-2,18,-1.6,0,0,0
CC1=CN(S(=O)(=O)c2ccc(C)cc2)C[C@@H]2c3ccccc3N(S(=O)(=O)c3ccc(C)cc3)[C@H]12,.,-8,.,0,1,3,-0.6,.,-4,8
O=c1[nH][nH]c2c1C(c1cccc(C(F)(F)F)c1)OC(CCc1ccccc1)C2 (centres undefined),.,.,.,10,7,-6,-0.4,.,-2,.
COc1cc2c(cc1OC)C(COc1cc(C)cc(C)c1)N(C(C)=O)CC2 (centres undefined),-22,-12,-2,3,7,-11,-3.2,0,-1,1
CCC1(c2ccc(Cl)cc2)NC(=O)N(CC(=O)NCc2ccc(F)cc2)C1=O (centres undefined),3,-9,4,-2,4,-15,0.6,-13,-1,8
CC(=O)NC(Cc1ccccc1)C(=O)N1CCN(C(=O)c2ccco2)CC1 (centres undefined),-4,-17,-2,.,.,-11,0.6,-1,4,2
CCCCCCn1c(=O)n2n(c1=O)C[C@]1(OC(=O)NCc3ccco3)CN(S(=O)(=O)c3ccc(C)cc3)C[C@]1(O)C2,.,.,.,7,2,0,-0.2,.,-4,1
COc1ccc(C(=O)N2CCN(c3ncccn3)CC2)cc1S(=O)(=O)N1CCOCC1,.,-15,.,-3,-6,-3,-0.2,8,5,3
O=C1N/C(=C/c2cccs2)C(=O)N1Cc1ccccc1F,28,-7,2,-6,2,-3,0.0,3,0,1
CCc1nnc(NC(=O)C(NS(=O)(=O)c2ccccc2)C(C)C)s1 (centres undefined),.,.,.,-3,2,7,0.0,.,0,2
CC(Oc1ccc(Br)cc1)C(=O)NCc1ccccn1 (centres undefined),1,8,-2,9,15,-4,-0.4,2,4,-7
O=[N+]([O-])/C(C(Cl)=C(Cl)Cl)=C(\Sc1ccccc1)N1CCCCC1,15,-8,0,5,22,0,0.0,-15,-2,6
Cc1c(C=O)c2ccccc2n1CC(=O)NC(C)c1ccccc1 (centres undefined),8,-4,4,6,2,-1,-0.4,6,-9,2
Cc1cc(=O)c2c(N(C)C)cccc2[nH]1,.,.,.,-322,2,-6,0.0,.,5,17
Cc1cccc(NC(=O)NC(C)CCc2ccccc2)c1 (centres undefined),33,-50,0,-10,-1,-3,-0.3,-7,-3,-1
Cc1ccc(C(=O)N2CCc3ccccc32)cc1,13,-19,-2,-4,2,-10,-1.2,-4,-4,6
CC(=O)N1CCC(C(=O)NCCOc2ccc(C)cc2)CC1,1,-11,-3,1,4,-25,-4.3,1,9,9
Cc1cc(C(=O)N/N=C/c2cccc([N+](=O)[O-])c2)c2ccccc2n1,-2,.,-2,12,-4,-11,-0.9,-4,-2,6
Cc1cc(C)n(C(=O)CCCn2cc([N+](=O)[O-])cn2)n1,16,3,-1,-2,7,-1,-0.1,5,-7,6
COc1ccc2c(c1)[nH]c1c(=O)n(/N=C/c3ccc(OC)c(COc4ccccn4)c3)cnc12,-2,.,0,-12,-1,-5,-0.5,-14,-4,5
CCOc1ccc(S(=O)(=O)NCc2ccc3c(c2)OCO3)cc1C,21,-25,-4,13,6,?,-3.3,-3,-1,4
O=C(/C=C/c1ccccc1)NNC(=O)c1cccs1,7,0,1,-18,3,-1,-0.3,3,-6,7
O=C(COc1ccc(Br)cc1CNCCc1ccccc1)NCc1ccccc1,28,-5,4,-1,-16,-12,1.3,9,-1,-4
O=C(CSc1nnnn1-c1cccnc1)Nc1ccccc1F,-4,-15,5,-2,0,-2,1.4,1,0,2
O=C(CS(=O)(=O)c1ccccc1)Nc1ccc(Br)cn1,5,-8,-5,-2,2,9,2.1,-9,-2,-2
CC(OC(=O)c1nsc(Cl)c1Cl)C(=O)NCc1ccc2c(c1)OCO2 (centres undefined),1,0,0,-12,0,-6,-0.4,7,1,-4
Cc1c(NC(=O)C(C)C)cccc1-c1nc2ncccc2o1,4,-6,-1,-10,-2,22,-1.3,7,-4,-5
O=C(NCC1CCCO1)c1ccc(S(=O)(=O)Nc2ccc(F)cc2)cc1 (centres undefined),.,-10,.,11,0,17,5.1,.,4,-1
O=C(O)c1ccc(-n2cc(C(=O)c3ccccc3O)cn2)cc1,20,-11,3,5,-3,11,-2.4,-11,-7,1
C=CCC[C@H](Cc1ccc(F)cc1)C(=O)OC[C@@H](Cc1c[nH]c2ccccc12)NC(=O)[C@H](CC=C)CC(=O)N(CCO)Cc1ccccc1,.,12,.,35*,6,5,-0.5,-6,-6,-5
CC(C)N(C(=O)CSc1nc2ccccc2n1Cc1ccccc1F)C(C)C,13,-3,6,5,0,0,-1.3,-4,0,3
O=C(O)/C(=C/c1ccc(Cl)c([N+](=O)[O-])c1)c1ccc(S(=O)(=O)N2CCCCC2)s1,.,4,.,33*,-17,-2,0.3,.,-7,-8
CCN(C[C@H]1N[C@@](C)(C(=O)OC)[C@H]2C(=O)N(Cc3ccccc3)C(=O)[C@@H]12)C(=O)Nc1ccc(OC)cc1,.,11,.,-4,3,-14,-1.1,-3,-14,-13
NS(=O)(=O)c1ccc(CCNC(=O)CC(NC(=O)c2ccccc2Cl)c2ccccc2)cc1 (centres undefined),22,2,-1,-2,1,-9,-0.9,-14,2,-8
COc1cccc(N2CCN(CC(=O)C34CC5CC(CC(C5)C3)C4)CC2)c1,16,-4,-3,-4,-5,-11,0.0,-1,-6,-8
COc1cc(CNCc2ccco2)ccc1OCc1ccccc1,29,1,0,13,1,-18,-0.6,4,-14,6
Cc1ccccc1C(=O)N1CCC(n2nccc2NC(=O)CCOc2ccccc2)CC1,6,-7,0,17,4,-12,-4.9,5,0,-7
COc1ccc(C(=O)N/N=C\c2ccc(OC)c(COc3ccccc3Br)c2)c(OC)c1,10,.,1,-3,7,2,-0.5,-99,-2,-12
COc1cc(C2C3=C(CC(C)(C)CC3=O)N(C)C3=C2C(=O)CC(C)(C)C3)ccc1O,26,-4,3,5,-4,.,.,.,.,11
Cc1ccccc1NC(=O)CSc1nnc(C)c2ccccc12,39,-7,-1,8,9,-5,1.9,-4,-2,9
CC(=O)N(c1ccccc1)c1ccc([N+](=O)[O-])cc1[N+](=O)[O-],-1,4,4,2,-35,-7,0.3,4,0,1

Ordered by molar mass (largest number first): part of the list above
molecule,DUSP3 inh,SSB-PriA inh,SARS 3CLpro inh,CCHFV vOTU inh,PrPC surface inh,BoNT-F LC inh,BoNT-A LC inh2,Rv3671c protease,Anthrax LF prot,MazEF act
CC1=CN(S(=O)(=O)c2ccc(C)cc2)C[C@@H]2c3ccccc3N(S(=O)(=O)c3ccc(C)cc3)[C@H]12,.,-8,.,0,1,3,-0.6,.,-4,8
CC(=O)N1CCC(C(=O)NCCOc2ccc(C)cc2)CC1,1,-11,-3,1,4,-25,-4.3,1,9,9
CC(=O)N(c1ccccc1)c1ccc([N+](=O)[O-])cc1[N+](=O)[O-],-1,4,4,2,-35,-7,0.3,4,0,1

(further entries)
molecule,DUSP3 inh,SSB-PriA inh,SARS 3CLpro inh,CCHFV vOTU inh,PrPC surface inh,BoNT-F LC inh,BoNT-A LC inh2,Rv3671c protease,Anthrax LF prot,MazEF act
CC1=Nc2ccccc2N=C(NC(=O)CSC(=S)N2CCN(C)CC2)C1c1ccccc1 (centres undefined),-7,7,-7,0,6,2,-1.9,4,4,-7
CCOC(=O)C1=CN(Cc2ccco2)S(=O)(=O)N(CC)C1c1ccc(C(F)(F)F)cc1 (centres undefined),.,-14,.,18,12,-1,-0.6,.,-9,-4
O=C(NC1=NCCS1)c1cccs1,3,-3,3,7,-7,-4,-1.5,-6,-5,4
COc1ccc(/C=C(/NC(=O)c2ccco2)C(=O)N2CCc3ccccc32)cc1OC,-3,-7,-1,-7,-6,-16,-0.9,5,-9,7
CC(=O)C1=C(O)CCC1=N,19,-10,2,3,-1,-8,-0.2,-6,-2,-10
O=C(O)c1ccc(N2C(=O)CC(N3CCC(c4nc5ccccc5[nH]4)CC3)C2=O)cc1 (centres undefined),7,-2,8,2,7,-1,-0.4,2,1,3
Cc1ccc(S(=O)(=O)N(CCO)c2cc3c(s2)CCCC3)cc1,10,-9,2,16,1,-7,-1.0,-2,-7,-4
O=C(NNc1ccnc2cc(Cl)ccc12)C1CCCCC1,12,-6,3,-9,15,-6,-0.5,-7,-1,4
CC1=CN2C(=N)/C(=C\c3cn(CCCOc4ccccc4)c4ccccc34)C(=O)N=C2S1,17,-10,4,1,1,-6,2.6,-2,3,-9
O=C(CC1C[C@H](C(=O)N2CCCCC2)[C@@]2(CCc3ccccc3)c3[nH]c4ccccc4c3CCN2C1=O)NCCCn1ccnc1 (some centres undefined),.,28,.,-3,-14,-1,0.0,5,-8,-3
COC(=O)Cn1c2ccc(F)cc2c2nc(C)sc21,39,6,-3,0,-3,-3,-0.7,-15,0,2
CNC(=O)c1sc(-c2ccccn2)nc1C,35,5,0,-6,-7,-1,-0.2,6,-4,3
O=C(Cc1ccccc1)Nc1cc2c(cc1Cl)OCCCO2,12,8,2,-5,11,-16,-2.3,1,13,6
O=C(CSc1nnc(COc2ccccc2)o1)N1CCCCC1,31,-10,-1,1,2,-16,-1.4,-3,4,4
Cc1ccccc1NC(=O)COC(=O)c1ccc2c(c1)OCCO2,.,-1,.,-6,1,2,1.7,.,-4,6
CCCCn1c(N)c(N(C)C(=O)c2ccc(-n3cccn3)cc2)c(=O)[nH]c1=O,.,4,.,0,-4,-4,-1.6,5,-5,5
CSc1ccc(S(=O)(=O)NCC(=O)OCC(=O)NCc2ccco2)cc1[N+](=O)[O-],.,-7,.,-1,-21,5,-2.0,6,-3,5
O=C(CN1CCC(NC(=O)c2ccccc2)CC1)NCc1ccccc1F,10,-11,4,-1,3,0,2.2,4,-3,4
Cc1ccc(S(=O)(=O)Nc2cccc3c2O[C@H](CN(C)Cc2ccc(-c4ccccc4)cc2)[C@@H](C)CN([C@H](C)CO)C3=O)cc1,.,1,.,8,7,-6,-0.4,-8,-9,-10
COc1ccc(CCNC(=O)c2ccc(-c3ccc([N+](=O)[O-])cc3Cl)o2)cc1OC,-2,18,-5,-1,-1,1,9.0,-4,6,5
O=C1c2ccccc2S(=O)(=O)c2cc(C(=O)N3CCC(N4CCCC4)CC3)ccc21,.,14,.,0,-54,-5,-0.2,-12,2,4
Cc1ccc[n+](CC(=O)Nc2ccc(N(C)C)cc2)c1,21,-10,4,-7,0,?,-3.5,6,-5,8
COc1ccc(-n2c(=O)[nH]c3ccccc3c2=O)cc1,7,0,4,7,-4,?,2.2,-4,-3,-1
Cc1[nH]nc2c1C1(CCOC1C)C(C#N)=C(N)O2 (centres undefined),-7,-2,0,-12,-1,0,-1.1,0,-2,3

Source: PubChem BioAssay (several laboratories)
